Screening results: PubChem, The Scripps Research Institute Molecular Screening Center
MITF inh: MITF inhibitors, primary screen, biochemical, AlphaScreen, human; AlphaScreen MITF homodimerization, bead proximity signal; 650,000 tested, 0.91% active; AID 1259374, 2018; inhibition, % at 2.6 µM; in the data active means inhibition above about 50%;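 further: 0% = vehicle wells with protein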
Target sequence (O75030 whole entry, looked up): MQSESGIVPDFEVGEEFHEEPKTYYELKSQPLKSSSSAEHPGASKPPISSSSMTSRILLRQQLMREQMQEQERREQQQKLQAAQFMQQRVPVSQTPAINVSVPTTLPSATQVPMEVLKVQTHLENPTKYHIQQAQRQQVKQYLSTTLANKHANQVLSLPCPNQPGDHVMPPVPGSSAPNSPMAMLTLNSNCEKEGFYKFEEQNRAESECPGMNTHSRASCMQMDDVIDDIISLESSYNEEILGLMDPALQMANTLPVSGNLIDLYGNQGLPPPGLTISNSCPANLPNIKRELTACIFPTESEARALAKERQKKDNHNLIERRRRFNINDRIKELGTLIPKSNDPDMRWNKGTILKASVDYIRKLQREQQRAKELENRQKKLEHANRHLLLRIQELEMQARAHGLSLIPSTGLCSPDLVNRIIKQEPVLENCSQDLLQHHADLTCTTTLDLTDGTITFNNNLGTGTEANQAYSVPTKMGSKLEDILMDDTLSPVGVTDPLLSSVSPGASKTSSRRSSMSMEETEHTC
FBW7 act: FBW7 E3 ligase activators, primary screen, biochemical, AlphaScreen, human; 650,000 tested, 0.13% active; AlphaScreen FBW7–phospho-cyclin E peptide binding, activator screen; AID 1259310, 2017; F-box/WD repeat-containing protein 7 (Homo sapiens), Q969H0; normalized activity (activation), % at 26.1 µM; in the data active means normalized activity above about 1.9%;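 further: purified mutant Fbw7 with reduced substrate affinity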
TEAD-YAP inh: TEAD-YAP interaction inhibition, primary screen, TEAD-YAP interaction inhibitor project, luminescence, HEK-TIYL cells | 640,000 tested, 1.4% active | TEAD-Gal4/YAP UAS-luciferase luminescence | AID 1259422, 2018 | inhibition, % at 9.12 µM; in the data active means inhibition above about 32%;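 further: 0% = median of test compound wells and 100% = reference inhibitor wells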
GPR151 ag: activators of human GPR151, primary screen, cell-based, PathHunter beta-arrestin, luminescence | G-protein coupled receptor 151 (Homo sapiens), Q8TDV0 | PathHunter beta-arrestin GPR151 cells | activation, % at 11.2 µM | 650,000 tested, 1% active | AID 1508602, 2020; in the data active means activation above about 4.9%;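 further: 0% = median of compound wells and 100% = cells with positive control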
Target sequence (Q8TDV0 whole entry, looked up): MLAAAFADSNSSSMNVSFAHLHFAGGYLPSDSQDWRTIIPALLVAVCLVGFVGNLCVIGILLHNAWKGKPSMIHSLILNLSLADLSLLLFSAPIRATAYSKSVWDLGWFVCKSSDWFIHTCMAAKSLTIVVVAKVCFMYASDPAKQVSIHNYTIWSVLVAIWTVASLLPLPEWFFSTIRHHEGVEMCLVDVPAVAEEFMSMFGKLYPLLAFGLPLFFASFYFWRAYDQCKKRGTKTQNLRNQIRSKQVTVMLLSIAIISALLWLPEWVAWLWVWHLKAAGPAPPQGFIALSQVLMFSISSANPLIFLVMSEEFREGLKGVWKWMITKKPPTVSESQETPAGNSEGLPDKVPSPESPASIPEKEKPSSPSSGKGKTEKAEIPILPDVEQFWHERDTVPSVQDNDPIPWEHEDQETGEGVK
* hit, by the source's call.

SMILES | MITF inh | FBW7 act | TEAD-YAP inh | GPR151 ag
Nn1c(SCC(=O)N2CCc3ccccc3C2)nnc1-c1cccs1 | 14.1 | 0.4 | 8.2 | -1.2
COc1ccc(/C(O)=C2\NS(=O)(=O)c3ccccc3C2=O)cc1OC | 3.0 | 0.4 | 10.9 | -1.3
CCOC(=O)C1=C(C)N=c2s/c(=C/c3ccc(O)c(OC)c3)c(=O)n2C1c1c(OC)ccc2ccccc12 (stereo not given) | 3.8 | -0.2 | 4.5 | -0.9
Cn1c(=O)n(CC(=O)c2ccccc2)c(=O)c2c(N3CCN(C(=O)C4CC4)CC3)ccnc21 | 5.7 | 0.1 | 13.7 | -0.9
Cc1cccn2c(CN(C)CCC3CCOCC3)c(C(=O)N(C)CCc3ccccc3)nc12 | 2.1 | 0.1 | 4.7 | 6.2*
Cc1ccc(N=c2ssc3c2-c2ccc(C)cc2NC3(C)C)c(C)c1 | -2.1 | -0.3 | 7.8 | 0.9
Cc1ccccc1C(=O)Nc1sccc1C(N)=O | 4.3 | 0.0 | -10.1 | 2.2
O=C(Nc1nc(-c2ccncc2)cs1)[C@H]1COc2ccccc2O1 | 11.9 | 0.1 | -5.8 | -2.1
CCOC(=O)c1c(NC(=O)CC2Sc3ccc(C(F)(F)F)cc3NC2=O)sc(C)c1C (stereo not given) | -3.4 | -0.2 | -4.6 | 0.6
CCCCn1nnc(NC(=O)c2cc(I)ccc2Cl)n1 | 0.5 | 0.1 | 3.3 | 0.8
CCNC(=O)c1cc(=O)[nH]c2ccccc12 | -4.4 | 0.0 | -2.7 | -1.3
COc1ccc2c(c1)OCC/C2=N\OC(=O)c1ccccc1I | -4.5 | 0.1 | -15.5 | -1.0
CCOC(=O)c1ccc(N2C(=O)CC(N3CCN(c4cccc(Cl)c4)CC3)C2=O)cc1 (stereo not given) | -9.6 | -0.1 | -3.7 | 1.0
COCC(=O)Nc1cnn(-c2ccc(C(=O)NCCCCN3CCCCCC3)cc2)c1 | 29.6 | -0.1 | -6.5 | 1.5
COc1ccc(C(Cc2ccncn2)Oc2nc(C)cc(C)n2)cc1 (stereo not given) | 1.7 | -0.2 | -9.7 | -1.7
CCCOc1ccc(/C(O)=C2/C(=O)C(=O)N(CCCN(C)C)C2c2cccc(Oc3ccccc3)c2)c(C)c1 (stereo not given) | 7.3 | -0.1 | 3.6 | -0.7
Cc1ccc(N2CC(c3nnc(Cc4ccc(Cl)cc4)o3)CC2=O)cc1 (stereo not given) | 9.0 | 0.6 | -4.6 | 1.3
CCCCCc1ccc(-c2ccc(C(=O)Nc3ccc(C)cc3)cc2)nc1 | 0.8 | 0.0 | 0.8 | 0.6
CCCCC1CN(C(=O)c2ccc3c(c2)no[n+]3[O-])Cc2ccccc2O1 (stereo not given) | -1.0 | 0.1 | -5.7 | 0.7
COc1ccc(C2C(C(=O)OCC(C)C)=C(C)NC3=C2C(=O)CC(c2ccccc2)C3)cc1Br (stereo not given) | -0.5 | 0.0 | 10.8 | -0.5

Grouped by structure, the entries above containing a Cl atom (three)
SMILES | MITF inh | FBW7 act | TEAD-YAP inh | GPR151 ag
CCCCn1nnc(NC(=O)c2cc(I)ccc2Cl)n1 | 0.5 | 0.1 | 3.3 | 0.8
CCOC(=O)c1ccc(N2C(=O)CC(N3CCN(c4cccc(Cl)c4)CC3)C2=O)cc1 (stereo not given) | -9.6 | -0.1 | -3.7 | 1.0
Cc1ccc(N2CC(c3nnc(Cc4ccc(Cl)cc4)o3)CC2=O)cc1 (stereo not given) | 9.0 | 0.6 | -4.6 | 1.3

Complete entries, looked up by structure. Values in the order: MITF inh, FBW7 act, TEAD-YAP inh, GPR151 ag
CCNC(=O)c1cc(=O)[nH]c2ccccc12 is entered as -4.4, 0.0, -2.7, -1.3
COc1ccc(C(Cc2ccncn2)Oc2nc(C)cc(C)n2)cc1 (stereo not given) is entered as 1.7, -0.2, -9.7, -1.7
CCCCCc1ccc(-c2ccc(C(=O)Nc3ccc(C)cc3)cc2)nc1 is entered as 0.8, 0.0, 0.8, 0.6

Remaining list, next part:
SMILES | MITF inh | FBW7 act | TEAD-YAP inh | GPR151 ag
Cc1ccc(-c2nc3ncccc3o2)cc1NC(=O)c1ccc(C)c([N+](=O)[O-])c1 | 1.4 | 0.1 | 8.6 | 0.2
N#C/C(=C\c1ccc(Cl)cc1)C(=O)NCCN1CCOCC1 | -2.8 | -0.1 | 1.6 | -0.6
CC(C)c1nnc(C2CCN(C(=O)Cn3c(=O)oc4ccccc43)CC2)o1 | -11.3 | 0.0 | 10.7 | 9.7*
CCOC(=O)Cc1csc(NC(=O)C2CCCN(S(=O)(=O)c3cnc[nH]3)C2)n1 (stereo not given) | 2.9 | -0.1 | -11.1 | 1.7
CCOc1ccc(NC(=O)CN2CCC(n3cnc4cc(F)ccc43)CC2)cc1 | 20.5 | 0.1 | -0.7 | 0.3
COc1cccc(-c2nn3c(=O)c4ccccc4nc3n2N)c1 | -0.9 | 0.0 | 34.2* | -4.0
CC(=O)Nc1ccc(NCc2ccccc2O)cc1 | 13.4 | -0.1 | 6.2 | -0.6
CCC(=O)N1c2ccccc2NC2=C(C(=O)CC(C)(C)C2)C1c1ccc(O)c(OC)c1 (stereo not given) | -12.8 | -0.1 | -0.5 | 0.1
CN(C1CCCCC1)S(=O)(=O)c1cccc(C(=O)O)c1 | 13.9 | -0.1 | 0.8 | -0.3
CC1Oc2ccccc2C=C1/C=C(\C#N)C(=O)N1CCCCC1 (stereo not given) | -3.9 | 0.0 | -38.0 | -0.6
C=Cc1ccc(Cn2c(C(=O)O)c(CNCc3ccc4c(c3)OCO4)c3ccccc32)cc1 | 1.9 | -0.1 | 13.8 | 0.8
CCCCC(=O)N/C(N)=N/c1nc2ccccc2o1 | 9.4 | 0.1 | -53.0 | 1.0
O=C(NCc1nnc2n1CCN(Cc1ccccc1O)CC2)c1ccccc1 | 5.9 | 0.1 | 1.3 | -0.3
C=CCn1c(-c2cc(OC)ccc2OC)csc1=Nc1cccc(O)c1 | 19.8 | 0.2 | 3.1 | 0.4
CCOc1ccc(C2NC(=O)NC3=C2C(=O)N(CC2CCCO2)C3)cc1 (stereo not given) | 0.7 | 0.0 | -11.7 | -0.1
COc1ccc(CNCCSc2nnnn2C)cc1OC | -3.6 | 0.2 | 2.0 | 0.4
Cc1cc(N2CCN(C)CC2)nc2ccc(NC(=O)c3ccccc3F)cc12 | 12.2 | 0.0 | -38.5 | -0.6
Cc1ccnc(NS(=O)(=O)c2ccc(NC(=O)C3CC3)cc2)n1 | -3.8 | -0.1 | -2.1 | -3.1
COc1ccc(-c2nc(C(=O)NCCN(C(C)C)C(C)C)cs2)cn1 | -5.5 | -0.2 | -5.3 | 2.1
CC(=O)OC1CC(n2ccc(NC(=O)c3ccccc3)nc2=O)OC1CO (stereo not given) | -50.1 | 0.0 | 3.9 | -1.0
Cc1cc(O)cc2oc(C(F)(F)F)c(-c3cscn3)c(=O)c12 | -5.2 | 0.0 | -8.1 | 1.0
Cc1cccc(NC(=O)c2cc(-c3ccccn3)nc3ccccc23)c1 | 10.7 | 0.1 | -4.0 | 0.5
O=C(Nc1cccnc1)c1cccc2c1C(=O)c1ccccc1-2 | -11.4 | -0.1 | 2.1 | -0.2
CC(=O)N1CCc2nc(-c3cccnc3)nc(N3CCOCC3)c2C1 | 10.0 | 0.1 | 5.8 | 0.9
Cc1ccc(OCCCC(=O)Oc2ccc3c(C)cc(=O)oc3c2)cc1 | 5.6 | 0.2 | 0.7 | -0.1
Fc1ccc(C2c3cccn3CCN2C(=S)Nc2cccc(F)c2)cc1 (stereo not given) | 8.6 | -0.1 | 0.4 | -1.9
Cc1ccc2nc(Nc3ccc(C(=O)Nc4ccccc4C)cc3)nc(-c3ccccc3)c2c1 | 1.3 | 0.1 | 3.6 | 1.2
O=C(O)c1cnn2cc(-c3[nH]ncc3[N+](=O)[O-])cnc12 | 1.1 | -0.2 | 5.6 | -0.4
O=C(c1cc2ccccc2c(=O)o1)N1CCCC1 | 13.6 | 0.8 | 10.2 | -1.5
CC1CN(S(=O)(=O)c2ccc(C(=O)N=c3sc4cc(F)ccc4n3C)cc2)CC(C)O1 (stereo not given) | -0.9 | 0.0 | 10.1 | 0.9
CCSc1nnc2c(n1)OC(c1ccccc1F)N(C(C)=O)c1ccccc1-2 (stereo not given) | 13.2 | 0.4 | 1.7 | 2.2
O=C(Cc1c[nH]c2ccccc12)NCc1ccc2c(c1)OCO2 | 9.2 | -0.1 | -6.2 | 0.1
O=C(CSc1nnc(NC(=O)c2cccc(F)c2)s1)NC1CCCCC1 | 13.9 | 0.0 | 3.2 | -1.3
Cc1cc(C)nc(-n2nc(C)c3c(C(F)F)cc(C)nc32)n1 | -1.2 | 0.0 | 7.5 | 0.4
CC(CCc1ccco1)NC(=O)c1cnc(N2CCCC2)nc1 (stereo not given) | -3.8 | 0.2 | 1.7 | 2.7
COc1ccc(Cl)cc1NS(=O)(=O)c1ccc2c(c1)C(C)(C)C(=O)N2C | -1.7 | 0.1 | -1.6 | 1.1
CCOC(=O)c1c(CSc2ccccc2)n(C)c2cc(Br)c(OC)cc12 | -5.6 | 0.1 | -1.6 | -0.5
Cn1c(=O)c2c(nc(CN3CCCCC3)n2Cc2cccc(Cl)c2)n(C)c1=O | 5.3 | 0.0 | 6.8 | 1.1
Cc1ccc(NC(=O)CCNS(=O)(=O)c2cc(Br)cnc2N)cc1Cl | -0.3 | -0.1 | -3.8 | -0.5
CC(C)C(=O)NC(c1ccc(N(C)C)cc1)c1ccc2cccnc2c1O (stereo not given) | 30.8 | -1.9 | 83.5* | -0.3
O=C(CSc1cn(Cc2ccc(Br)cc2)c2ccccc12)N1CCOCC1 | -3.2 | -0.3 | 7.1 | 4.1
COc1cc(F)ccc1S(=O)(=O)N1CCN(c2ccc(C)cc2C)CC1 | -9.4 | 0.0 | -1.8 | -0.9
COc1ccc(CC(=O)Nc2c(C)nc3ccc(C)cn3c2=O)cc1 | 9.2 | 0.1 | 9.7 | 0.3
CC(C)(C)c1ccc(Oc2coc3cc(OCC(=O)O)ccc3c2=O)cc1 | 20.1 | 0.1 | 3.7 | -0.5
COCCNCCOc1ccc(C)c(C)c1 | 14.5 | -0.1 | -2.6 | -0.8
O=C(N/N=C/c1ccc(Cl)cc1)C(=O)N/N=C/c1ccc(Cl)cc1 | 0.3 | 1.1 | 4.9 | 0.8
O=C(CNCc1ccccc1)Nc1ccc(N2CCCC2)cc1 | 12.2 | 0.6 | -20.6 | -0.3
Cc1ccc(NC(=O)c2ccc(Br)c(S(=O)(=O)N3CCOCC3)c2)cc1 | 16.2 | 0.1 | 7.0 | 0.5
CC1CCCN(C(=O)c2cc3c(s2)-c2ccccc2S(=O)(=O)C3)C1 (stereo not given) | 6.7 | 0.5 | -16.2 | -0.4
FC(F)(F)c1ccccc1C1CC(c2cccs2)=NN1c1ccc(Cl)cc1 (stereo not given) | -19.4 | 0.0 | 4.1 | 0.3

Other structures
SMILES | MITF inh | FBW7 act | TEAD-YAP inh | GPR151 ag
COc1cccc(N2CCN(c3nncc(-c4ccccc4C)n3)CC2=O)c1 | 12.2 | 0.0 | 9.4 | -0.7
CCC1CN(CC(=O)NCCc2cccs2)Cc2cc(OC)ccc2O1 (stereo not given) | -0.8 | -0.2 | 0.3 | -2.0
Cc1cc(NCCCN2CCCC2=O)n2ncnc2n1 | 16.6 | 1.5 | 11.6 | 0.0
CN(C)c1ncc(CN2CCCC(N(C)CCc3ccccc3)C2)s1 (stereo not given) | 6.5 | -0.1 | 0.0 | -1.9
NC(=O)c1ccc(-c2ncc(C(N)=O)s2)cc1 | 9.1 | 0.1 | -7.0 | -2.7
Cc1cccc(N2CCN(S(=O)(=O)c3cc(C(=O)Nc4ccc(Oc5ccccc5)cc4)ccc3F)CC2)c1C | 18.4 | 0.2 | -0.1 | 1.5
CC(Sc1nnc(-c2ccco2)o1)C(=O)NC12CC3CC(CC(C3)C1)C2 (stereo not given) | 2.4 | 0.0 | -6.8 | 0.0
OC(COc1ccccc1)CSc1nc2ccccc2o1 (stereo not given) | -0.1 | 0.7 | 6.1 | -2.0
Cc1ccc2cc(C(c3nnnn3C(C)(C)C)N3CCC(O)CC3)c(=O)[nH]c2c1C (stereo not given) | 6.0 | 0.1 | 12.1 | 3.4
CC(C)C(C(=O)Nc1cccc2ccccc12)N1C(=O)c2ccccc2C1=O (stereo not given) | 6.7 | 0.0 | -3.6 | 1.5
O=C(NCc1ccccc1Cl)C1CCCN(c2ccc(-n3ccnc3)nn2)C1 (stereo not given) | 1.5 | -0.1 | -5.6 | 0.7
Cc1ccc(/C=C/C(=O)Nc2ccc3nc4n(c(=O)c3c2)CCCC4)o1 | 7.0 | -0.2 | 2.0 | 0.7
CCN(CC)C(=O)C1CCCN(c2nc(NCc3cccc(C(F)(F)F)c3)c3cc(OC)c(OC)cc3n2)C1 (stereo not given) | 4.4 | -0.1 | 7.0 | -0.3
O=C(NCC1CCCO1)C(=O)NCC(c1ccco1)S(=O)(=O)c1ccc(F)cc1 (stereo not given) | 18.7 | 0.7 | 8.3 | -1.6
COc1ccc(NC(=O)c2sc3nc(C)nc(N4CCN(c5ccccn5)CC4)c3c2C)cc1Cl | -4.4 | 0.1 | -26.6 | 0.9
O=C(O)CCCC(=O)Nc1ccc(N2CCCC2)cc1 | 19.6 | 0.9 | 3.2 | 0.4
COCCCNC(=O)CSc1nc2ccccc2c(=O)[nH]1 | 17.2 | 0.0 | -3.2 | 1.6
